hcGAS inh: Primary biochemical luminescence assay for human cyclic GMP-AMP synthase inhibitors; Q8N884; inhibition, % at 12.5 µM; recombinant h-cGAS, ATP depletion, Kinase-Glo luminescence; hit rate 0.081% among 290,000;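 further: 0% = vehicle reaction and 100% = reaction without DNA for no activity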
Target sequence (Q8N884 whole entry, looked up): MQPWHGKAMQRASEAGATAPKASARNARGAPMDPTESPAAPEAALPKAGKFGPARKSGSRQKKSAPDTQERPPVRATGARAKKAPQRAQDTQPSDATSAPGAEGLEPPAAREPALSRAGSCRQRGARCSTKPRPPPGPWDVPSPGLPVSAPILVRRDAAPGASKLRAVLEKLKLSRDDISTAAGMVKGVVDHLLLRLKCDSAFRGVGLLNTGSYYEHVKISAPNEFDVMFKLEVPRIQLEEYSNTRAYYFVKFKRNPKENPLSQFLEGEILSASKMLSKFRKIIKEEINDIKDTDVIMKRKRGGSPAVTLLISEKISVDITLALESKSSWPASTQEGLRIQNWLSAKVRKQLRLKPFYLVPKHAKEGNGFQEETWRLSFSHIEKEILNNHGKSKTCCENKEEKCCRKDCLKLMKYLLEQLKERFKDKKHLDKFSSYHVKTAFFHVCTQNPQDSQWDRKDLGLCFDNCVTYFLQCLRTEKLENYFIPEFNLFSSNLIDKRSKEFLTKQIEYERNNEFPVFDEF
NPYLR7 ag: agonists of mosquito NPYLR7 receptor, primary screen, cell-based, Aedes aegypti, calcium fluorescence, mosquito biting behavior | hit rate 0.15% among 270,000 | HEK293T NPYLR7/Galpha15, GCaMP6s calcium fluorescence | activation, % at 10 µM | AID 1259423, 2018; in the data active means activation above about 40%;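 further: 0% = vehicle and 100% = reference agonist at the receptor; some compounds past the cut are filed as inactive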
mcGAS lum: cyclic GMP-AMP synthase inhibitors, mouse, primary biochemical chemiluminescence; AID 1259399, 2018; inhibition, % at 12.5 µM; recombinant cGAS, Kinase-Glo ATP depletion luminescence; hit rate 0.15% among 160,000;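 further: 0% = negative control wells and 100% = reference inhibitor with no enzyme activity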
Numbers without * were called inactive; . = not tested or not shown; & = joins results of further samples. Unless noted, no stated cut-off is given here; in the data, active means inhibition above about 40%; inactive means the rest.

Compound | hcGAS inh | NPYLR7 ag | mcGAS lum
Nc1cc(-c2ccccc2CO)nc(N2CCCC2)n1 | -3 | 5 | .
CC(Oc1ccc2ccccc2c1)C(=O)Nc1ccc(F)cc1Cl (centres undefined) | -7 | 7 | -17
CC1Sc2ccc(S(C)(=O)=O)cc2N(Cc2ccc3oc4ccccc4c3c2)C1=O (centres undefined) | -5 | 9 | .
CCOC(=O)[C@@H]1[C@@H](O)C(=O)N(C)C12CCN(C(=O)c1ccccc1)CC2 | 1 | 5 | -9
CC(=O)c1ccc(Sc2ccc(F)cc2)c(F)c1 | 4 | -3 | .
Cc1nc(CNC(=O)NCC(c2cccc(F)c2)N2CCOCC2)cs1 (centres undefined) | -11 | -5 | .
COCC(=O)N(CC(=O)N(Cc1ccccc1)Cc1cccn1Cc1ccc(F)cc1)C(C)C | 0 | 1 | -7
CN(CC(=O)Nc1ccc(F)cc1)C(=O)C12CC3CC(CC(C3)C1)C2 | -8 | 7 | .
Cc1nc(C(=O)N2CCC(CCC(=O)N3CCC(Cc4ccccc4)CC3)CC2)cs1 | -6 | 12 | .
O=C(NC1CC2CCC(C1)N2CCc1ccccc1)c1cccc2c1-c1ccccc1C2=O (centres undefined) | 6 | -1 | 1
COc1ccc(CCN(C)C2CCCN(C(=O)c3ccccn3)C2)cc1OC (centres undefined) | 3 | 6 | .
COc1ccc(C(=O)N2CCN(CC(OCc3cccc(C)c3)c3ccc(Cl)cc3)CC2)cc1F (centres undefined) | -4 | 0 | -5
CS(=O)(=O)c1ccc(-c2nccn2CCN2CCCOC2=O)cc1 | -4 | 14 | -15
CCN(CC)Cn1nc(Nc2cccc(Br)c2)sc1=S | -1 | 4 | .
CSc1nc(NCC(C)C)c2cnn(CCNC(=O)COc3ccc(F)cc3)c2n1 | -6 | . | -6
CC1C(=O)N(c2ccccc2-c2ccccc2)CCN1Cc1c(F)cccc1F (centres undefined) | -9 | 24 | -8
O=C(NCCN1CCOCC1)c1cccnc1Oc1ccc(Cl)cc1 | -9 | -3 | -3
Oc1oc(-c2ccccc2F)nc1C=Nc1ccc(Br)cn1 | -4 | -3 | -4
CN(CCCN1c2ccccc2CCc2ccccc21)S(=O)(=O)c1ccc(F)cc1 | -1 | -8 | .
CNc1cc(-c2cccc(C(=O)N(C)C)c2)ncn1 | -11 | 3 | .

The last five records of the section above come first, to join the parts.
Compound | hcGAS inh | NPYLR7 ag | mcGAS lum
CC1C(=O)N(c2ccccc2-c2ccccc2)CCN1Cc1c(F)cccc1F (centres undefined) | -9 | 24 | -8
O=C(NCCN1CCOCC1)c1cccnc1Oc1ccc(Cl)cc1 | -9 | -3 | -3
Oc1oc(-c2ccccc2F)nc1C=Nc1ccc(Br)cn1 | -4 | -3 | -4
CN(CCCN1c2ccccc2CCc2ccccc21)S(=O)(=O)c1ccc(F)cc1 | -1 | -8 | .
CNc1cc(-c2cccc(C(=O)N(C)C)c2)ncn1 | -11 | 3 | .
Cc1ccsc1-c1cn(CCCN2CCCC(C(N)=O)C2)nn1 (centres undefined) | -2 | 31 | .
CN(C)S(=O)(=O)c1ccc2nnn(OCc3cc(=O)n4ccsc4n3)c2c1 | -9 | 3 | -6
Cc1cc2c(c(=O)[nH]1)C(=O)O/C2=C\c1cc2c(cc1Br)OCO2 | -7 | -3 | .
COc1ccc(NC(=O)c2cnn3c(C(F)(F)F)cc(-c4ccccc4)nc23)cc1OC | -1 | -12 | -3
CCCCOC(=O)C1=C(C)NC2=C(C(=O)CCC2)C1c1cccc(F)c1 (centres undefined) | -4 | -1 | -3
O=C(C1CCCCC1)N1CCCC1C1CCNCC1 (centres undefined) | -11 | 1 | .
O=c1c2cnc3nc(-c4ccccc4)nn3c2ccn1Cc1cccnc1 | -8 | 2 | .
CC1C(=O)N(CC(=O)NC(C)(C)C)C(=O)N1c1ccc(F)cc1 (centres undefined) | 3 | -2 | .
COc1ccc(OCC(=O)N=Nc2c(O)[nH]c3ccc(I)cc23)cc1 | -5 | 11 | -5
Cc1ccc(C(=O)Nc2c(-c3ccc(C)cc3)nc3cc(C)ccn23)cc1 | -9 | -1 | -9
O=C(CN1CCN(c2ccccc2)CC1)NCCc1c[nH]c2ccccc12 | -7 | 4 | .
Cc1ccc(F)c(NC(=O)CCC(=O)NCc2ccncc2)c1 | -11 | . | -13
NC(=O)c1ccc(NC(=O)CSc2nnc3ccccn23)cc1 | -6 | 9 | .
O=C(NC1CCOc2ccccc21)C1CCN(C(=O)NCc2ccco2)CC1 (centres undefined) | -2 | 9 | .
Cc1ccc(C)c2c(C)c(C(=O)N3CCN(C)C(C(=O)O)C3)[nH]c12 (centres undefined) | -7 | 4 | .
Cc1ccc(C(=O)Nc2cccc(C(=O)O)c2)cc1S(=O)(=O)Nc1ccc(Cl)cc1 | -2 | 7 | -8
COc1cccc(C2CCc3nc(C(=O)O)cn3C2)c1 (centres undefined) | 3 | 11 | .
Cc1ccc(NC(=O)c2cccc(Cl)c2Cl)cc1-c1nc2ccccc2o1 | -4 | -2 | -3
CC1(C)CN(C(=O)NCCc2cccnc2)CCS1 | -5 | -23 | .
COc1ccc(CCN2CC(NC(=O)NCc3ccccc3)CC2=O)cc1 (centres undefined) | -8 | 17 | .

More results:
Compound | hcGAS inh | NPYLR7 ag | mcGAS lum
Cc1cccc(-n2[nH]c(-c3ccccc3F)c(-c3ccc(NC(=O)c4cccc(Cl)c4)cc3)c2=O)c1 | 0 | 22 | -6
CCCn1c(=O)c2c(nc3n2CCCN3CCc2ccccc2)n(C)c1=O | 2 | 4 | .
O=C1CSC(=S)N1N=Cc1ccc([N+](=O)[O-])o1 | 4 | 3 | 59*
Nc1ccc(Oc2cccc(F)c2)c2ccncc12 | -3 | 0 | .
CCCn1cc(C(=O)N2CCCc3ccccc32)c2nn(-c3ccccc3)c(=O)c-2c1 | -6 | 5 | -10
N[C@@H](Cc1cc(I)c(Oc2ccc(O)c(I)c2)c(I)c1)C(=O)O | 4&-2&-7&-6 | -6&2&-2 | -3&-2
O=C(c1cccc(N2C(=O)CCS2(=O)=O)c1)N1CCOCC1 | -3 | -6 | .
COCc1cc(N2CCN(c3ccccc3Cl)CC2)nc(SCc2ccc(C(=O)NCc3ccco3)cc2)n1 | -2 | . | -5
Cc1ccc2oc(-c3ccc(NC(=O)CCCn4cncn4)c(C)c3)nc2c1 | -4 | 3 | -11
COc1ccccc1Nc1ncnc2sc(C)c(C)c12 | -4 | -7 | -5
CC(C)(O)C#Cc1ccc(C(=O)N2CCCC(CNS(=O)(=O)c3cccs3)C2)o1 (centres undefined) | -3 | 17 | .
COCCNc1ncnc2c1c(-c1ccccc1)cn2-c1ccc(Br)cc1 | 2 | -3 | -1
CCCCCCCC(=O)Nc1c(-c2ccc(OC)c(OC)c2)nc2ccccn12 | -10 | -4 | -8
CN(C(=O)c1cccnc1)C(Cc1ccc(F)cc1F)C1CCN(C(=O)/C=C/c2ccccc2)CC1 (centres undefined) | -7 | 18 | -12
CCn1ncnc1CN1CCC(CNC(=O)c2ccc(C)nc2)C1 (centres undefined) | -4 | 7 | .
CN1CCCC1CCn1ccnc1-c1ccc(Oc2ncccn2)cc1 (centres undefined) | -5 | 16 | -8
Cc1cccc(C)c1NC(=O)Nc1ccc(N2CCCC2)c(C(=O)NCc2ccccc2)c1 | -4 | 3 | -8
CC(=O)Nc1cccc2c1CCN(S(=O)(=O)c1ccc3c(c1)CCO3)C2 | -8 | -3 | -15
FC(F)(F)Oc1cccc(-c2nc3c(NCc4ccncc4)nccc3[nH]2)c1 | -6 | 16 | -7
CN(C)CCCN(C(=O)c1ccc(Br)s1)c1nc2cc3c(cc2s1)OCCO3 | -6 | 0 | -8

(list continues)
Compound | hcGAS inh | NPYLR7 ag | mcGAS lum
CC(C)CCNS(=O)(=O)c1cc(Br)ccc1Br | -17&-8 | 3 | -7
CCN(Cc1nc2ccccc2c(=O)[nH]1)C(=O)c1cc2c(s1)CCCC2 | -5 | 4 | -6
Cc1nc(NC(=O)CN2CCCCCCC2)sc1C | -4 | -6 | .
COc1ccc(-c2n[nH]c(CNC(=O)c3scnc3C)n2)cc1 | -3 | -10 | .
O=[N+]([O-])c1cc([N+](=O)[O-])c2cccnc2c1N1N=C(c2ccccc2)CC1c1ccccc1 (centres undefined) | 2 | 5 | -2
CCCCc1ccc(C(=O)N2CCN(C(C(=O)NCc3ccc(F)cc3)C3CCCC3)CC2)cc1 (centres undefined) | -3 | 9 | -6
Cc1ccc(C(C)CCN2CCC(C(=O)Nc3ccc(-n4cccn4)cc3)CC2)o1 (centres undefined) | -5 | 2 | -10
Cn1c(=NN=Cc2ccccc2I)sc2ccccc21 | 2 | -3 | .
CCN(Cc1nc(COC)no1)C(=O)c1cccnc1C | -7 | 8 | -26
CCn1c(-c2cc(C3CC3)[nH]n2)n[nH]c1=O | -3 | 3 | -10
CCCn1c(=S)[nH]c2ccccc21 | -6 | 1 | .
C=C(Cl)CN1C(=O)NC(CC)(c2ccccc2)C1=O (centres undefined) | 3 | -3 | .
c1ccc(CCc2nc(-c3ccncc3)no2)cc1 | -6 | -14 | .
CCc1nc2cc(NC(=O)C3(C)CCCN(C(C)C)C3)ccc2o1 (centres undefined) | -9 | -1 | .
O=C(C=Cc1c(F)cccc1Cl)N1CCN(S(=O)(=O)c2ccccc2)CC1 | -8 | 17 | .
Cc1ccc(-n2nnnc2CNS(=O)(=O)c2cccc(C(F)(F)F)c2)cc1 | -4 | 1 | -7
Oc1ccc(N=Nc2ccc3ncsc3c2)c2cccnc12 | -2 | 0 | .
Cc1c(C)n2c3c(=O)[nH]c(=O)n(C)c3nc2n1-c1ccccc1N | -6 | 0 | -9
CCOC(=O)C1=C(COC(=O)C23CC4CC(CC(C4)C2)C3)NC(=O)NC1c1cccs1 (centres undefined) | -6 | 10 | -9
O=C(C=Cc1cc(Br)ccc1F)N1CCc2sccc2C1 | -5 | -1 | -6

Next section, overlapping the part above by 2 compounds.
Compound | hcGAS inh | NPYLR7 ag | mcGAS lum
CCOC(=O)C1=C(COC(=O)C23CC4CC(CC(C4)C2)C3)NC(=O)NC1c1cccs1 (centres undefined) | -6 | 10 | -9
O=C(C=Cc1cc(Br)ccc1F)N1CCc2sccc2C1 | -5 | -1 | -6
CCC(=O)N1CCCC1C(=O)N(Cc1ccc(SC)cc1)C1CC1 (centres undefined) | -6 | 6 | .
Cc1ccc(-c2ccc(CNc3nnnn3C)o2)cc1Cl | 2 | -13 | -2
CC(C)(C)n1ccc(C(=O)N2CCCCC2CCN2CCCC2=O)c1 (centres undefined) | -14 | . | -6
Nc1c(C(=O)Nc2ccc([N+](=O)[O-])cc2)sc2nc3c(cc12)C(=O)CCC3 | -4 | -7 | -5
CC1CCCC(C)N1 (centres undefined) | -1 | -19 | .
O=C(Nc1nnc(N=Cc2ccc(F)cc2)s1)c1ccc(S(=O)(=O)N2CCOCC2)cc1 | -5 | -16 | -2
CCOC(=O)Nc1ccc(OCc2nnc3c4ccccc4c(C)nn23)cc1 | -1 | -1 | -2
COc1ccc(C(=O)Nn2cnc3c(cnn3-c3ccc(C)c(C)c3)c2=O)cc1OC | -9 | 2 | .
COc1ccc(C(=O)Nc2ccc(C3SCC(=O)N3c3ccc4c(c3)CCC4)cc2)cc1 (centres undefined) | -2 | . | -3
CCCCCOC(=O)C1=C(C)NC2=C(C(=O)CCC2)C1c1cccc(OC)c1 (centres undefined) | -8 | -3 | -3
O=C(NC1C2COCC1CN(Cc1ccc3c(c1)OCO3)C2)c1ccc2ncccc2c1 (centres undefined) | -7 | 21 | .
CCc1nc2ccc(C(=O)NCCN3CCOCC3)cn2c1N(C)C(=O)C1CCCCC1 | -3 | -3 | -2
CCc1ccc(NC(=O)CSc2nc(=O)n(CCN(C)C)c3c2CCCC3)cc1 | -13 | 3 | -8
O=C(CC1CCOc2ccccc21)Nc1ccc(C2CC2)nn1 (centres undefined) | -8&3 | 7&-2 | .
Cc1cccc(Cn2c(=O)c(C(=O)NC3CC3)nn(-c3ccc(C(C)C)cc3)c2=O)c1 | -7 | -3 | -7
COc1ccc(-c2noc(CN3CCN(c4ccccc4)CC3)n2)cc1 | -6 | 12 | .
COc1ccc(C)cc1NC(=O)C(OC(=O)Cc1cn2ccsc2n1)c1ccccc1 (centres undefined) | -9 | 6 | .
O=C(NC1CC1)c1cn(C2CCCCC2)cc(C(=O)NC(c2ccccn2)C(F)(F)F)c1=O (centres undefined) | -2 | 9 | -8
Cn1cccc1C(=O)NC(=O)COC(=O)C1CCN(C(=O)c2ccc(F)cc2)CC1 | -12 | 5 | .
O=C(CC(SCCO)c1ccc(OC(F)F)cc1)c1ccco1 (centres undefined) | -2&-8 | -6&3 | .

Other compounds follow:
Compound | hcGAS inh | NPYLR7 ag | mcGAS lum
COc1ccc(C)c2sc(N(CCN(C)C)C(=O)c3ccn(C)n3)nc12 | 2 | . | 1
Cc1sc2nc(CCc3ccccc3)nc(N3CCSCC3)c2c1C | -6 | 29 | -8
Cn1nnnc1Sc1ccc([N+](=O)[O-])cc1Cl | -9 | 1 | .
CCn1nc(C)c(CNCc2cn(-c3ccc(OC)cc3)nc2-c2ccccc2Cl)c1C | -1 | -5 | -2
C=CCn1c(=NC(=O)c2ccccc2S(C)(=O)=O)sc2cc(F)ccc21 | -4 | 4 | .
O=C(OCc1cc(-c2cc3ccccc3o2)on1)c1cc(=O)c2ccccc2o1 | -3 | -3 | .
c1ccc2c(-c3cc(C4CCN(Cc5cncnc5)C4)ccn3)csc2c1 (centres undefined) | 3 | -8 | 1
O=C(NC1CCCCC1)NC1CCN(C(=O)C2CCC2)C1 (centres undefined) | -12 | . | -6
CN=c1scc(-c2cccc(Br)c2)n1N=Cc1cccc(F)c1 | -2 | 1 | -4
COCCn1c(SCC(=O)Nc2cccc(C)c2)nc2c([nH]c3ccccc32)c1=O | 0 | 8 | -1

Source: PubChem
